All columns: NCI-60 one-dose screen, growth in % after 48 h at 10 µM unless noted; 100 = growth as untreated, 0 = no growth, -100 = all killed.
A549/ATCC: A549/ATCC NSCLC; 81,000 tested, 3.7% active
HOP-92: HOP-92 NSCLC cells; 71,000 tested, 6.3% active
UACC-62: UACC-62 melanoma. AID 1794756. 81,000 tested, 5.4% active
RPMI-8226: RPMI-8226 leukemia cells. 77,000 tested, 7.5% active. AID 1794781
EKVX: EKVX NSCLC. AID 1794765. 71,000 tested, 3% active
M14: M14 melanoma. 80,000 tested, 6.2% active
CCRF-CEM: CCRF-CEM leukemia; AID 1794778; 77,000 tested, 7% active
HOP-62: HOP-62 NSCLC | 80,000 tested, 3.9% active
Active calls of the source: *; x = no result given; & = joins results of further samples; [ ] = dose if it differs, or a comment. Rule for the calls: active = growth percent below 10; inactive = the rest. Some of the compounds tested; the hit share may differ from the screen's.

#	compound	A549/ATCC	HOP-92	UACC-62	RPMI-8226
1	CC[C@@H](CO)NC(=O)[C@@H]1C=C2c3cccc4[nH]cc(c34)C[C@H]2N(C)C1	97	80	101	103
2	c1ccc(N2C3C4CC(C5CCCC54)C32)cc1 (stereo unspecified)	94	70	106	x
3	CCCCN(N=O)C(C)=O	101	x	115	97
4	C[C@]1(O)CC[C@H]2[C@@H]3CCC4=CC(=O)CC[C@]4(C)[C@@]34O[C@H]4C[C@@]21C	98	157	85	x
5	CCCCNC(C)(C)C(O)c1ccccc1 (stereo unspecified)	78	76	100	97
6	C1CCC2CNCCC2C1 (stereo unspecified)	108	91	87	116
7	CCCCCCCOC(C(=O)OCCN(CC)CC)(c1ccccc1)c1ccccc1	91	68	103	72
8	N#CC(C#N)=Cc1ccc(C=C(C#N)C#N)cc1	105	93	100	88
9	C[C@]12CC[C@H]3[C@@H](CC[C@]45CC(=O)C=C[C@]34C5)[C@@H]1CCC2=O	91	108	93	97
10	CNC(=O)Oc1ccc(OC)cc1	105	77	102	106
11	O=C1CC2(CCNCC2)Oc2cccnc21	107	103	96	109
12	COc1cc(C(=O)/C=C/c2sc(N(CCCl)CCCl)nc2Cl)cc(OC)c1OC	87	x	69	x

#	EKVX	M14	CCRF-CEM	HOP-62
1	102	97	97	99
2	120	109	103	98
3	x	113	92	108
4	102	x	x	95
5	93	98	98	77
6	93	113	89	104
7	76	91	83	90
8	112	104	90	111
9	x	93	75	102
10	100	109	100	105
11	101	x	113	100
12	87	99	78	87

Additional structures follow.
#	compound	A549/ATCC	HOP-92	UACC-62	RPMI-8226
13	O=c1c2ccccc2[se]n1-c1ccccc1	97	82	92	94
14	CC1CN1c1cc(O)c(N2CC2C)cc1O (stereo unspecified)	x	x	90	108
15	CCCCCn1c(C(=O)c2cccc3ccccc23)nc2ccccc21	83	73	84	77
16	CC(C)[C@]12O[C@H]1[C@@H]1O[C@]13[C@]1(O[C@H]1C[C@H]1C4=C(CC[C@@]13C)C(=O)OC4)[C@@H]2OC(=O)OC(C)(C)C	17	x	-51*	21
17	O=c1[nH]c(S(=O)(=O)F)nc2nc[nH]c12	105	x	101	x
18	CC[C@H](C)[C@H](NC(=O)[C@H]1CCCCN1C)C(=O)N(C)[C@H](C[C@@H](OC(C)=O)c1nc(C(=O)NC23CC(C(=O)OC)(C2)C3)cs1)C(C)C	9.1*	-1.7*	44	26
19	CCOP(=O)(NCCc1ccccc1)OCC	108	73	98	102
20	C=CC[Se]C(=O)CCc1ccccc1	92	98	96	100
21	CNCCc1cc(OC)c(OC)c(OC)c1	96	88	93	98
22	COc1ccc(C(=O)c2sc3nc4c(cc3c2N)N2CCC4CC2)cc1	86	54	93	69
23	C#Cc1cccc(NC(=O)Nc2ccc(NS(=O)(=O)F)cc2)c1	101[8.25 µM]	94[8.25 µM]	101[8.25 µM]	97[8.25 µM]
24	NC(Cc1ccccc1)c1ccccc1 (stereo unspecified)	111	x	92&100	100&111

#	EKVX	M14	CCRF-CEM	HOP-62
13	94	100	87	106
14	101	101	103	x
15	90	110	97	95
16	-22*	-76*	13	17
17	x	100	x	95
18	34	4.2*	1.1*	12
19	117	116	97	104
20	98	99	99	55
21	92	102	90	92
22	x	96	81	92
23	107[8.25 µM]	100[8.25 µM]	96[8.25 µM]	97[8.25 µM]
24	112&103	94&95	90&110	105

Continuation.
#	compound	A549/ATCC	HOP-92	UACC-62	RPMI-8226
25	COc1cc2c(c(OC)c1OC)-c1ccc(O)c(=O)cc1C(N)CC2 (stereo unspecified)	94	x	87	x
26	O=C(CBr)Nc1ccc(Cl)cc1	100	92	72	73
27	C#CC1(OC(O)C(Cl)(Cl)Cl)CCCCC1 (stereo unspecified)	111	80	108	104
28	NCCc1ccccc1	101&103	100	97&100	103&81
29	CCC1CN1P(=O)(C(C)CC)N1CC1CC (stereo unspecified)	101	108	106	103
30	ClCCN(CCCl)c1nc(Cl)c(C2CC(c3ccc(Br)cc3)=NN2c2ccccc2)s1 (stereo unspecified)	81	x	57	x
31	CNC1CCc2cc3c(cc2C1)OCO3 (stereo unspecified)	97	98	105	105
32	CN1CCCCC1C(O)c1ccc(Cl)cc1 (stereo unspecified)	98	80	106	99
33	COc1ccccc1NP1(=O)OCC(C)([N+](=O)[O-])CO1 (stereo unspecified)	106	87	93	x
34	C[N+](C)(C)Cc1ccc(Cl)cc1	97	94	100	105
35	COc1cc2c(cc1OC)[C@@H]1N(CC2)C(=O)c2ccccc2[C@@]1(C)C(=O)O	111	123	96	110
36	CCC(=O)O[C@H]1CC[C@H]2[C@@H]3C[C@H](F)C4=CC(=O)CC[C@]4(C)[C@H]3CC[C@]12C	97	94	73	81

#	EKVX	M14	CCRF-CEM	HOP-62
25	85	72	x	78
26	x	67	-28*	x
27	106	100	101	118
28	97	101&111	38	102&93
29	111	106	105	84
30	79	91	87	81
31	98	97	111	92
32	107	94	98	101
33	101	96	80	x
34	98	104	106	97
35	103	x	105	108
36	48	91	90	93

Continued:
#	compound	A549/ATCC	HOP-92	UACC-62	RPMI-8226
37	CC(C(=O)O)N(C)N=O (stereo unspecified)	95	104	100	108
38	Cc1ccccc1COC12CCCC(C1)C(C)(C)OO2 (stereo unspecified)	94	91	98	101
39	Nc1c(Br)cc(Br)cc1Br	100	101	103	107
40	CCOC(=O)[C@@H](C)C[C@H](Cc1ccccc1)NC(=O)c1csc([C@@H](C[C@H](C(C)C)N(C)C(=O)[C@H](CC)NC(=O)[C@H]2CCCCN2C)OC(C)=O)n1	7.9*	42	31	19
41	CC(Br)C(N)=O (stereo unspecified)	105	101	90	98
42	O=C(O)C1[O][Sb][O]C1C(=O)O (stereo unspecified)	103	x	110	99
43	C[C@H](Oc1cc(Cl)c(Cl)cc1Cl)C(=O)O	73	92	113	106
44	Cn1cnc([N+](=O)[O-])c1[Se]c1nc(N)nc2nc[nH]c12	104	97	92	102
45	COC(=O)CCC1=C(C)c2cc3[n-]c(cc4nc(cc5[n-]c(cc1n2)c(CCC(=O)OC)c5C)C=C4C)cc3C.[Cd+2]	56	3.4*	24	-1.5*
46	O=C(CCl)c1ccccc1	95	65	102	103
47	Nc1c([N+](=O)[O-])cccc1[N+](=O)[O-]	84	109	111	94
48	C/C(=C\c1cc(C(F)(F)F)nn1CCNC(=O)OC(C)(C)C)[C@@H]1C[C@@H]2O[C@]2(C)CCC[C@H](C)[C@H](O)[C@@H](C)C(=O)C(C)(C)[C@@H](O)CC(=O)O1	54	66	41	23

#	EKVX	M14	CCRF-CEM	HOP-62
37	x	104	97	106
38	101	105	101	105
39	92	x	102	98
40	39	-26*	3.5*	20
41	94	96	102	110
42	x	94	x	109
43	93	97	92	97
44	79	50	63	86
45	62	58	x	66
46	x	109	x	118
47	102	105	x	108
48	65	50	67	79

Next section.
#	compound	A549/ATCC	HOP-92	UACC-62	RPMI-8226
49	C=CCC1(CC)C(=O)NC(=S)NC1=O	102	81	101	103
50	CC(Cc1ccccc1)NCC(=O)c1ccc(O)c(O)c1 (stereo unspecified)	99	66	112	92
51	O=[N+]([O-])c1ccc(N2CCOCC2)c2nonc12	92	100	94	93
52	COC(=O)[C@@H](C)C[C@H](Cc1ccccc1)NC(=O)c1csc([C@@H](C[C@H](C(C)C)N(C)C(=O)[C@@H](NC(=O)[C@H]2CCCCN2C)C2CCCCC2)OC(C)=O)n1	11	-13*	36	4.3*
53	CCOP(=O)(OCC)/C(C#N)=C/c1ccc(Cl)cc1	101	93	100	103
54	N#CC(O)c1ccccc1 (stereo unspecified)	102	107	111	101
55	CC(Cl)CN(C)C (stereo unspecified)	103	x	104	119
56	ClCC[N+]12CC[N+](CCCl)(CC1)C2	95	98	102	104
57	COP(=O)(OC)C(O)c1ccccc1 (stereo unspecified)	93	109	94	101
58	NC1CC2CCCCC2CC1(O)c1ccccc1 (stereo unspecified)	99	89	105	94
59	CCC1CN1P(=O)(N(CC)CC)N1CC1CC (stereo unspecified)	98	108	103	105
60	S=C=NCc1ccccc1	99	x	99	x

#	EKVX	M14	CCRF-CEM	HOP-62
49	105	115	100	98
50	97	100	x	96
51	96	99	96	89
52	25	-35*	0.6*	-20*
53	88	102	106	98
54	109	106	113	112
55	114	112	95	111
56	x	98	103	102
57	93	107	106	105
58	x	100	96	106
59	x	102	x	108
60	99	110	x	104

Two entries picked at random from those above:
#	compound	A549/ATCC	HOP-92	UACC-62	RPMI-8226
57	COP(=O)(OC)C(O)c1ccccc1 (stereo unspecified)	93	109	94	101
26	O=C(CBr)Nc1ccc(Cl)cc1	100	92	72	73

#	EKVX	M14	CCRF-CEM	HOP-62
57	93	107	106	105
26	x	67	-28*	x

Next section.
#	compound	A549/ATCC	HOP-92	UACC-62	RPMI-8226
61	Cc1cc(C)c(C[N+](C)(C)C)c(C)c1	116	73	91	48
62	COc1ccc2oc(=O)cc(C3C(C#N)=C(N)Oc4c3c(=O)oc3ccccc43)c2c1 (stereo unspecified)	87	79	x	99
63	O=C(CCl)N1CCOCC1	106	110	108	102
64	CC(C)=CC(=O)CC(C)(C)N1CC1	96	x	107	98
65	O=C(Nc1ccc(Br)cc1)c1cc(Br)cc(Br)c1O	6.6*	-31*	-14*	-10*
66	c1ccc2c(c1)O[As](O[As]1Oc3ccccc3O1)O2	x	-12*	44	-15*
67	CC1=CC(=Nc2ccc(N(CCCl)CCCl)cc2)C=C(C)C1=O	38	-31*	6.6*	9.6*
68	O=S(=O)(F)c1ccc2nc(-c3cccc(Sc4ccccc4)c3)cc(Cl)c2c1	92	98	90	88
69	N#CC1=C(N)Oc2c(c(=O)oc3ccccc23)C1c1ccco1 (stereo unspecified)	100	115	113	98
70	Clc1ccc(Cl)c2ccccc12	105	104	98	109
71	O=c1n(Cl)c(=O)n(Cl)c(=O)n1Cl	104&110	82&101	110&98	97&106
72	C=CC[Se]C(=O)c1ccccc1OC(C)=O	0.8*	15	-15*	-23*

#	EKVX	M14	CCRF-CEM	HOP-62
61	90	101	103	94
62	94	98	88	90
63	x	104	x	116
64	106	103	74	113
65	11	1.8*	14	-4.3*
66	x	52	x	51
67	71	29	-6.6*	37
68	103	100	94	98
69	x	106	97	98
70	116	96	109	112
71	106&102	108&105	93	95&119
72	-31*	-6.8*	5.4*	-7.6*

Further compounds.
#	compound	A549/ATCC	HOP-92	UACC-62	RPMI-8226
73	CCCCNCCc1cccnc1	74	101	99	102
74	Clc1ccc(N2CCN(Cc3ccccc3)CC2)cc1	101	92	91	102
75	Cc1cccc(N2CCN(CCO)CC2)c1	111	117	98	110
76	O=S(=O)(F)c1ccccc1	103	109	109	114
77	Cc1ccc(NC2=N[C@]34CC(=O)CC[C@]3(C)[C@H]3CC[C@]5(C)C(=O)CC[C@H]5[C@@H]3C[C@@H]4S2)c(C)c1	61	66	39	-3.5*
78	CCOC(=S)SSC(Cl)(Cl)Cl	101	103	111	x
79	CC(=O)O[C@H](C[C@H](C(C)C)N(C)C(=O)[C@H](C)NC(=O)[C@H]1CCCN1C)c1nc(C(=O)N[C@@H](Cc2ccccc2)C[C@H](C)C(=O)O)cs1	93	69	59	69
80	CC(C)(C)C1(CCO)C(=O)NC(=S)NC1=O	96	83	110	x
81	O=C1NC(=O)C(C2CCOC2=O)N1 (stereo unspecified)	97	86	102	95

#	EKVX	M14	CCRF-CEM	HOP-62
73	98	105	90	102
74	97	93	107	88
75	128	108	x	108
76	115	102	116	110
77	52	38	8.0*	46
78	x	102	107	102
79	100	78	64	102
80	94	111	110	103
81	x	108	98	111

Structural class, those above with a carbonyl joined to an NH by a bond outside any ring (eleven)
#	compound	A549/ATCC	HOP-92	UACC-62	RPMI-8226
1	CC[C@@H](CO)NC(=O)[C@@H]1C=C2c3cccc4[nH]cc(c34)C[C@H]2N(C)C1	97	80	101	103
10	CNC(=O)Oc1ccc(OC)cc1	105	77	102	106
18	CC[C@H](C)[C@H](NC(=O)[C@H]1CCCCN1C)C(=O)N(C)[C@H](C[C@@H](OC(C)=O)c1nc(C(=O)NC23CC(C(=O)OC)(C2)C3)cs1)C(C)C	9.1*	-1.7*	44	26
23	C#Cc1cccc(NC(=O)Nc2ccc(NS(=O)(=O)F)cc2)c1	101[8.25 µM]	94[8.25 µM]	101[8.25 µM]	97[8.25 µM]
26	O=C(CBr)Nc1ccc(Cl)cc1	100	92	72	73
40	CCOC(=O)[C@@H](C)C[C@H](Cc1ccccc1)NC(=O)c1csc([C@@H](C[C@H](C(C)C)N(C)C(=O)[C@H](CC)NC(=O)[C@H]2CCCCN2C)OC(C)=O)n1	7.9*	42	31	19
41	CC(Br)C(N)=O (stereo unspecified)	105	101	90	98
48	C/C(=C\c1cc(C(F)(F)F)nn1CCNC(=O)OC(C)(C)C)[C@@H]1C[C@@H]2O[C@]2(C)CCC[C@H](C)[C@H](O)[C@@H](C)C(=O)C(C)(C)[C@@H](O)CC(=O)O1	54	66	41	23
52	COC(=O)[C@@H](C)C[C@H](Cc1ccccc1)NC(=O)c1csc([C@@H](C[C@H](C(C)C)N(C)C(=O)[C@@H](NC(=O)[C@H]2CCCCN2C)C2CCCCC2)OC(C)=O)n1	11	-13*	36	4.3*
65	O=C(Nc1ccc(Br)cc1)c1cc(Br)cc(Br)c1O	6.6*	-31*	-14*	-10*
79	CC(=O)O[C@H](C[C@H](C(C)C)N(C)C(=O)[C@H](C)NC(=O)[C@H]1CCCN1C)c1nc(C(=O)N[C@@H](Cc2ccccc2)C[C@H](C)C(=O)O)cs1	93	69	59	69

#	EKVX	M14	CCRF-CEM	HOP-62
1	102	97	97	99
10	100	109	100	105
18	34	4.2*	1.1*	12
23	107[8.25 µM]	100[8.25 µM]	96[8.25 µM]	97[8.25 µM]
26	x	67	-28*	x
40	39	-26*	3.5*	20
41	94	96	102	110
48	65	50	67	79
52	25	-35*	0.6*	-20*
65	11	1.8*	14	-4.3*
79	100	78	64	102

Source: PubChem BioAssay
